RTF Ca sens inh: cardiac RTF calcium desensitization; P19429+P45379; IANBD-labeled cardiac RTF, Ca2+ fluorescence; inhibition, % at 7.15 µM; 0.12% of 340,000 active; AID 493244;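 active means inhibition above the mean inhibition of all tested compounds plus 3 SD, cut at about 17% in these data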;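 further: assay run at fixed EC70 calcium of 1.6 mM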
Keap1-Nrf2 PPI: Keap1-Nrf2 (human) interaction inhibition; 0.15% of 340,000 active; inhibition, % at 9.4 µM; AID 504523; Q14145; Keap1 Kelch-Nrf2 peptide fluorescence polarization, 1536-well; in the data active means inhibition above about 12%;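 further: human Keap1 Kelch domain with fluorescein labeled Nrf2 9mer peptide probe; 0% = neutral control wells and 100% = peptide positive control; higher means more block of Keap1 binding to Nrf2 peptide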
DAGLB inhibitor: diacylglycerol lipase beta (human) inhibition; 0.059% of 340,000 active; Q8NCG7; HEK293T DAGLB membrane lysate, EnzChek fluorogenic substrate; inhibition, % at 5.17 µM; in the data active means inhibition above about 34%;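 further: 0% = enzyme with vehicle and 100% = wells lacking enzyme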
CAL PDZ FP-1: blocks peptide binding to the human CAL PDZ domain. AID 602252. inhibition, % at 24.9 µM. Q9HD26. purified CAL PDZ, TMR-peptide fluorescence polarization, 1 h. 0.92% of 300,000 active;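 active means mean inhibition of at least 30% with at least half of replicates also reaching 30%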;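 further: 0% = DMSO neutral control and 100% = excess unlabeled competitor peptide PRC23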
C-LANA FP: inhibitors of KSHV LANA C-terminal domain DNA binding; inhibition, % at 9 µM; AID 504423; 0.078% of 340,000 active; MBP-C-LANA/FAM-LBS DNA binding, fluorescence polarization;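 active means highest replicate inhibition at or above 60% at 9 µM, even if other replicates fall short; inactive means all replicates below 60% inhibition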;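 further: 0% = neutral control wells and 100% = 4 µM acridine orange control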
Arrestin-AP2 inh: inhibitors of human beta-arrestin and AP2 interaction | FITC-arrestin peptide / GST-AP2 beads, flow cytometry; AP2 beta2 appendage carries R879A mutation | inhibition, % at 10 µM | 0.31% of 340,000 active | AID 504490;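 active means inhibition above a set limit, near 3 SD of compounds lacking own fluorescence, cut at about 54% in these data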;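 further: plate controls were DMSO wells for no effect and 5 µM unlabelled arrestin peptide for full effect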
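System: GST-AP2 R879A glutathione beads | Also added: FITC-arrestin peptide, 50 nM | Times: 12 min plus 1 h, RT | Signal: Bead flow cytometry, FITC channel | Buffer or medium: PBS with 0.05% Tween 20 and 0.1% BSA | Read-out basis: Percent drop in bead-associated FITC signal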
V-ATPase pH: yeast V-ATPase proton transport regulation by pHLuorin; 0.37% of 350,000 active; S. cerevisiae, pHLuorin cytosolic pH fluorescence; response, % at 10 µM; in the data active means response mostly above about 7.3%, no sharp cut-off; inactive means mostly below about 5.4%; further: actives read high; inactives centre near 0; some compounds called inactive have numbers as strong as hits; reference of the scale not given here
CAL PDZ FP-2: blocks peptide binding to human CAL PDZ domain; Q9HD26; purified CAL PDZ, TMR-peptide fluorescence polarization, 1 h; AID 504414; 0.02% of 330,000 active; inhibition, % at 20 µM;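 active means highest replicate inhibition of at least 40%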;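 further: plate controls were DMSO neutral control wells for no effect and unlabeled competitor peptide control wells for full effect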
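Material: tagged CAL PDZ domain; buffer or medium: 25 mM sodium phosphate pH 7.4, 150 mM NaCl, TCEP, IgG, Thesit; compound dosing: single point, 20 µM; schedule: 1 h incubation at room temperature before polarization reading; measured by: FP readout, S and P plane fluorescence; read-out basis: percent inhibition from loss of millipolarization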
DSG3 Ab inh: blocks pemphigus antibody binding to human desmoglein-3 | P32926 | DSG3-coupled beads, scFv-anti-DSG3-GFP binding, flow cytometry; hits give low values | binding (percent of control), % at 10 µM | 0.48% of 310,000 active;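 active means binding more than 3 SD below its plate's average and above zero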;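 further: hits lower antibody fragment binding to DSG3; some compounds called inactive have numbers as strong as hits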
NSD2 inh: inhibitors of human histone methyltransferase NSD2 | NSD2 peptide methylation, AlphaScreen, 120 min | 0.54% of 310,000 active | inhibition, % at 12.5 µM | AID 743445 | O96028; in the data active means inhibition above about 50%
Target sequence (O96028 whole entry, looked up): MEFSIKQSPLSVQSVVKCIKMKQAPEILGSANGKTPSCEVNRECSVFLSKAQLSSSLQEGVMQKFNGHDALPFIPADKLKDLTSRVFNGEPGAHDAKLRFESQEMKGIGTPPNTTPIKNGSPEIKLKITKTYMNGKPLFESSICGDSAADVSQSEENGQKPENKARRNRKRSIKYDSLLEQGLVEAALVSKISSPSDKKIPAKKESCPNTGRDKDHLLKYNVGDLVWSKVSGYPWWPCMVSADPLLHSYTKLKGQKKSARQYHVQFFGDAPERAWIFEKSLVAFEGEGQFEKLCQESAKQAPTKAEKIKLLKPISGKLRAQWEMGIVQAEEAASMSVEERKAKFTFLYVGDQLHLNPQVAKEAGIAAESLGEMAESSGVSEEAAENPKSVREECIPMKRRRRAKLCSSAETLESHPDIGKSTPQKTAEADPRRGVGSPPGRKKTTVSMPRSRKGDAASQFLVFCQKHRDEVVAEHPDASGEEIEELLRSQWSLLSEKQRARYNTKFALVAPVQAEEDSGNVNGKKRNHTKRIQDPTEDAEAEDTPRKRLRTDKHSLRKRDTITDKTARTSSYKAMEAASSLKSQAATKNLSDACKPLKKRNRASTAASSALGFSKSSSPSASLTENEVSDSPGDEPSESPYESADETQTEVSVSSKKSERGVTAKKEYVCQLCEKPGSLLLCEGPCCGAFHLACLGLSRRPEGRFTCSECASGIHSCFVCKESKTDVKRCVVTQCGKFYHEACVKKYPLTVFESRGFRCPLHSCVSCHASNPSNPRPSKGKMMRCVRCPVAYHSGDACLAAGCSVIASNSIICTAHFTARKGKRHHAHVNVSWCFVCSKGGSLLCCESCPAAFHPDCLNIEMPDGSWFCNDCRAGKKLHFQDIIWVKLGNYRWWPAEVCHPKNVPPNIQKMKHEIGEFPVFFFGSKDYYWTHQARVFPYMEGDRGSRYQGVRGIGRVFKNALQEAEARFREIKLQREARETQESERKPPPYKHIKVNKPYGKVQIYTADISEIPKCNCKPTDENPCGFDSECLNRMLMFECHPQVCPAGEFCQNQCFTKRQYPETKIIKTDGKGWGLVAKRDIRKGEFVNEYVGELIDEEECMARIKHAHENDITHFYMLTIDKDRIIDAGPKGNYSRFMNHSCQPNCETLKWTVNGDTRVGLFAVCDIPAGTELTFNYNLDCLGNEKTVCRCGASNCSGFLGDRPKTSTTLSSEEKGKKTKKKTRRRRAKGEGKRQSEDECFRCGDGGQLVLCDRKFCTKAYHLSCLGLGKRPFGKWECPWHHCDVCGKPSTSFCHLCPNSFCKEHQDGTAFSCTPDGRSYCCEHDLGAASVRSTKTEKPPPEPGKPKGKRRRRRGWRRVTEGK
* = called active by the depositor; . = no result given.

SMILES	RTF Ca sens inh	Keap1-Nrf2 PPI	DAGLB inhibitor	CAL PDZ FP-1	C-LANA FP	Arrestin-AP2 inh	V-ATPase pH	CAL PDZ FP-2	DSG3 Ab inh	NSD2 inh
CC(=O)c1c(C)[nH]c(C(=O)NCc2ccccc2Cl)c1C	-4	-1	0	0	2.1	31	3	-1.3	103	15
Cc1cc([N+](=O)[O-])cc2c1NC(c1ccccn1)C1CC=CC21 (stereo not given)	4	-3	6	-2	3.2	-15	0	-0.2	91	-3
OCCN(CCO)c1ccc2ccccc2c1	-7	2	3	.	0.7	9	0	0.8	109	23
NC(=O)NC(CC(=O)Nc1cccnc1)c1cccc(Br)c1 (stereo not given)	-23	-1	0	-2	-6.7	39	0	-2.3	101	0
CC1=C(C(=O)Nc2ccc(C)cn2)C(c2cnn(C)c2)C2=C(CCCC2=O)N1 (stereo not given)	-16	-2	-2	-3	-1.5	-1	6	-2.3	104	0
CCCCc1c(O)nc(SCC(=O)Nc2cccc3ccccc23)n(-c2ccccc2OC)c1=O	3	5	3	-3	1.8	2	-3	-4.0	103	1
CCOC(=O)C(C)n1ncn2cccc2c1=O (stereo not given)	1	-2	0	0	0.8	11	-1	-0.9	105	-2
O=C(CCc1ccccc1)N/N=C/c1cc(Br)ccc1O	1	2	2	-1	-1.0	-4	-4	-0.6	89	2
COC(=O)C1CSC(C(=O)OC)N1C(=O)CN1CCN(c2ccccc2)CC1 (stereo not given)	2	-7	-1	4	-0.1	13	-2	-1.3	115	3
CCOc1ccc(C(=O)NC(=S)NCCCN2CCOCC2)cc1	-14	-3	-6	-3	-1.8	9	-5	-2.7	107	1
O=C(NC1CC1)c1cccc(NC(=O)c2cnn(-c3ccccc3)n2)c1	-2	-6	0	1	-0.7	8	-5	-1.3	.	.
S=C(NCc1ccc(Cl)cc1)N1CCN(c2ccccn2)CC1	-6	3	-4	.	-0.6	-33	-2	-0.2	99	-2
O=C(CN1CCc2ccccc2C1)Nc1cccc(S(=O)(=O)N2CCOCC2)c1	4	-4	-6	.	-0.4	9	1	0.5	98	-3
Cc1ccc(OCCOCCNC(C)C)c(Br)c1	6	-7	3	-6	-0.7	9	-3	-3.1	101	18
O=C(NC(=S)NNS(=O)(=O)c1ccccc1)c1ccc([N+](=O)[O-])cc1	9	1	4	-1	0.2	.	-1	-2.1	102	-1
COCCCNC(=O)c1cc2c(s1)CS(=O)(=O)C2	-8	5	0	-3	2.4	-5	4	-2.6	96	1
COc1ccccc1-c1coc2c(CN(C)C)c(O)ccc2c1=O	-2	-6	-1	5	-1.6	-4	-1	-1.6	97	-1
Cc1cccc(-n2c(CNC(=O)COc3ccccc3)nnc2SCC(=O)Nc2nccs2)c1	-5	8	0	-3	-3.0	4	7	.	97	.
O=C(COC(=O)c1cc(=O)c2ccccc2o1)Nc1cc(Cl)ccc1Cl	-11	-2	-2	2	-2.0	31	2	-0.2	.	1
O=C(COc1ccccc1)NCC(=O)Nc1cccc2ccccc12	6	-1	-2	-4	-1.3	22	-1	-0.6	102	1
Cn1ncc(Cl)c1C(=O)NC(=S)Nc1sc2c(c1C#N)CCCCC2	-4	-1	1	-1	0.4	7	0	.	92	10
O=C(COc1ccc(F)cc1)OCCN1CCOCC1	-7	2	-2	-3	-0.7	-6	2	1.4	106	-1
COc1ccccc1-n1c(SCC(=O)Nc2cc(C)on2)nc2c(c1=O)SCC2	-6	-4	2	2	0.1	-8	1	-1.7	127	2
O=C(Nc1cccc(NC(=O)c2ccccc2F)c1)c1ccccc1	-1	-2	0	-1	0.7	7	1	-2.4	97	3
Cc1noc(NS(=O)(=O)c2ccc(NC(=O)c3ccoc3C)cc2)c1C	13	2	1	-17	0.6	-8	-6	-0.4	.	-2

Next part.
SMILES	RTF Ca sens inh	Keap1-Nrf2 PPI	DAGLB inhibitor	CAL PDZ FP-1	C-LANA FP	Arrestin-AP2 inh	V-ATPase pH	CAL PDZ FP-2	DSG3 Ab inh	NSD2 inh
COc1ccc(/C(O)=C2/C(=O)C(=O)N(c3ncccn3)C2c2ccc(OC)c(OC)c2)cc1 (stereo not given)	-1	2	1	.	1.2	-10	-1	-1.8	96	0
Cc1cc(C)cc(C(=O)OCC(=O)NCc2ccco2)c1	5	-8	-1	1	-1.6	6	0	-0.3	96	-1
COc1cc(C2=NOC(C(=O)Nc3cccnc3)C2)cc(OC)c1OC (stereo not given)	-14	1	1	-1	-0.3	-5	0	-2.4	96	-3
CCOc1ccc(S(=O)(=O)N2Cc3ccccc3CC2C(=O)O)cc1 (stereo not given)	2	0	2	51*	-0.7	-16	-3	0.8	86	.
CCOc1cc(/C=N/NC(=O)C(C)Sc2ccccn2)ccc1O (stereo not given)	-2	-4	0	0	5.2	-1	2	0.2	109	-2
Cc1cc(C)c(C(=O)CSc2nnc(C)s2)c(C)c1	-10	3	-4	-18	0.6	15	-5	-1.4	102	-4
O=C(NC1(C(F)(F)F)C(=O)Nc2c1c(=O)[nH]c(=O)n2Cc1ccco1)C1CC1 (stereo not given)	3	-6	0	-1	0.2	2	-2	-1.3	101	-2
CSc1nc(Cc2ccccc2)nc2ccccc12	-2	-5	-4	-6	1.8	-4	-3	-0.7	109	-3
CCC(C)n1c(SCC(=O)NC2CCCC2)nc2ccccc2c1=O (stereo not given)	13	-2	-6	3	-0.3	-2	2	-1.5	111	-2
Cc1ccc(C)c(OCCC(=O)N(C)CC(=O)Nc2c(C)cccc2C)c1	-3	1	-1	-2	-1.3	8	2	0.5	.	-1
COCCn1c(SCC(=O)NC(=O)NC(C)C)nc2ccccc21	-5	3	-2	-3	0.1	22	-4	0.7	108	1
O=C(c1ccco1)N1CCN(C(c2cccs2)c2nnnn2C2CCCC2)CC1 (stereo not given)	3	-2	2	-2	-2.1	-2	5	-3.5	102	0
CC(=O)NC(CC(=O)Nc1cccc(S(=O)(=O)N2CCOCC2)c1)c1ccccc1 (stereo not given)	-16	1	2	-2	-1.2	-5	-1	-3.4	101	-1
Cc1cc(CNC(=O)C2CCC(=O)N(Cc3ccccc3F)C2)on1 (stereo not given)	-2	4	0	-2	-1.3	-9	2	-1.1	112	-1
COc1ccc(NC(=O)CCCC(=O)NCCc2ccc(OC)c(OC)c2)cc1	-1	-1	-2	0	-0.8	8	4	.	95	-1
CCOC(=O)C1CCN(S(=O)(=O)c2ccc(CNC(=O)c3ccccc3)s2)CC1	-9	3	1	-3	-4.5	15	-2	-0.3	112	4
N#CCSc1nnc(Cc2cccs2)n1C1CCCCC1	3	0	-3	-2	1.0	23	-1	0.1	97	.
Cc1ccc(OCC(=O)Nc2cccc3ccccc23)c([N+](=O)[O-])n1	-5	-4	-3	-1	2.4	5	-2	1.0	103	9
N/C(=N\OC(=O)c1ccco1)c1ccc(Br)cc1	-1	-2	-4	.	1.4	14	-2	-0.7	100	-3
COc1cc(NC(=O)Cn2cnc(S(=O)(=O)N3CCOCC3)c2)cc(OC)c1OC	-6	-6	-1	0	-0.2	-4	4	-2.0	73	-1
CCCCC/C=N\NC(=O)Cc1ccc([N+](=O)[O-])cc1	10	-2	1	-1	0.2	-3	-1	-1.2	98	0
O=C(O)C1CCC1C(=O)Nc1nc(-c2ccc(Cl)s2)cs1 (stereo not given)	-7	-2	2	-1	-0.8	2	12*	-1.2	.	-1
Cc1oc(C(C)(C)C)cc1C(=O)Nc1ccc2c(c1)OCCO2	-24	-3	-4	1	-0.6	5	.	-1.6	98	-1

Compounds above that have four or more nitrogen atoms:
SMILES	RTF Ca sens inh	Keap1-Nrf2 PPI	DAGLB inhibitor	CAL PDZ FP-1	C-LANA FP	Arrestin-AP2 inh	V-ATPase pH	CAL PDZ FP-2	DSG3 Ab inh	NSD2 inh
NC(=O)NC(CC(=O)Nc1cccnc1)c1cccc(Br)c1 (stereo not given)	-23	-1	0	-2	-6.7	39	0	-2.3	101	0
CC1=C(C(=O)Nc2ccc(C)cn2)C(c2cnn(C)c2)C2=C(CCCC2=O)N1 (stereo not given)	-16	-2	-2	-3	-1.5	-1	6	-2.3	104	0
O=C(NC1CC1)c1cccc(NC(=O)c2cnn(-c3ccccc3)n2)c1	-2	-6	0	1	-0.7	8	-5	-1.3	.	.
S=C(NCc1ccc(Cl)cc1)N1CCN(c2ccccn2)CC1	-6	3	-4	.	-0.6	-33	-2	-0.2	99	-2
O=C(NC(=S)NNS(=O)(=O)c1ccccc1)c1ccc([N+](=O)[O-])cc1	9	1	4	-1	0.2	.	-1	-2.1	102	-1
Cc1cccc(-n2c(CNC(=O)COc3ccccc3)nnc2SCC(=O)Nc2nccs2)c1	-5	8	0	-3	-3.0	4	7	.	97	.
Cn1ncc(Cl)c1C(=O)NC(=S)Nc1sc2c(c1C#N)CCCCC2	-4	-1	1	-1	0.4	7	0	.	92	10
COc1ccccc1-n1c(SCC(=O)Nc2cc(C)on2)nc2c(c1=O)SCC2	-6	-4	2	2	0.1	-8	1	-1.7	127	2
O=C(NC1(C(F)(F)F)C(=O)Nc2c1c(=O)[nH]c(=O)n2Cc1ccco1)C1CC1 (stereo not given)	3	-6	0	-1	0.2	2	-2	-1.3	101	-2
COCCn1c(SCC(=O)NC(=O)NC(C)C)nc2ccccc21	-5	3	-2	-3	0.1	22	-4	0.7	108	1
O=C(c1ccco1)N1CCN(C(c2cccs2)c2nnnn2C2CCCC2)CC1 (stereo not given)	3	-2	2	-2	-2.1	-2	5	-3.5	102	0
N#CCSc1nnc(Cc2cccs2)n1C1CCCCC1	3	0	-3	-2	1.0	23	-1	0.1	97	.
COc1cc(NC(=O)Cn2cnc(S(=O)(=O)N3CCOCC3)c2)cc(OC)c1OC	-6	-6	-1	0	-0.2	-4	4	-2.0	73	-1

Reformatted comma-delimited: part of the list above
Structure,RTF Ca sens inh,Keap1-Nrf2 PPI,DAGLB inhibitor,CAL PDZ FP-1,C-LANA FP,Arrestin-AP2 inh,V-ATPase pH,CAL PDZ FP-2,DSG3 Ab inh,NSD2 inh
CC(=O)NC(CC(=O)Nc1cccc(S(=O)(=O)N2CCOCC2)c1)c1ccccc1 (stereo not given),-16,1,2,-2,-1.2,-5,-1,-3.4,101,-1
Cc1cc(CNC(=O)C2CCC(=O)N(Cc3ccccc3F)C2)on1 (stereo not given),-2,4,0,-2,-1.3,-9,2,-1.1,112,-1

Bioassay records from PubChem.

This is a subset; rates above refer to the full screens.
